Assay outcomes: PubChem, Sanford-Burnham Center for Chemical Genomics
A3G deaminase – APOBEC3G DNA deaminase inhibitors, primary screen, biochemical, fluorescence, single-stranded DNA substrate, uHTS | recombinant A3G, ssDNA deamination FAM/TAMRA fluorescence | inhibition, % at 20 µM | AID 493012, 2011 | 0.28% of 330,000 active | DNA dC->dU-editing enzyme APOBEC-3G (Homo sapiens), Q9HC16;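 active = inhibition of at least 40% at 20 µM, with no more than 30% in the related APOBEC3A deaminase screen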;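 also: plate controls were DMSO wells with A3G for no effect and wells lacking A3G enzyme for full effect; some compounds called inactive have numbers as strong as hits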
Target sequence (Q9HC16 whole entry, looked up): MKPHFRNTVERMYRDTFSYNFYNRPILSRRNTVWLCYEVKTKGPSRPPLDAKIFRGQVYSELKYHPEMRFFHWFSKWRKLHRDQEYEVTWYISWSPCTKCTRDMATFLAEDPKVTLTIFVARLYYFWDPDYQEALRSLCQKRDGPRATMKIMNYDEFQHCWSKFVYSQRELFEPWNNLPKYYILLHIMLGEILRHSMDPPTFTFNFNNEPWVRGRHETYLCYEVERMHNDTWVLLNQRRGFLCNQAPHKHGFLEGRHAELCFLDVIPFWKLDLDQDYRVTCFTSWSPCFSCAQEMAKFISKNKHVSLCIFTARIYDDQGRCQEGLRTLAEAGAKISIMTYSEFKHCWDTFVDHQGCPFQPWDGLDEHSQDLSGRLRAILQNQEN
beta cell repl – inducers of MIN6 beta-cell proliferation, primary screen, ATP luminescence, uHTS. MIN6 cells proliferation, ATPlite luminescence, 48 h; cells starved in 0.2% serum; 100% = growth in 10% serum. proliferation, % at 10 µM. 0.29% of 330,000 active. AID 2380, 2010;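 active = compounds whose signal lies at least 3.5 SD above the mean of all wells on their plate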;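 also: 0% = DMSO-treated cells in low-serum medium and 100% = 10% serum control; some compounds called inactive have numbers as strong as hits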
SENP1 FRET inh – human SENP1 catalytic domain inhibitors, primary screen, biochemical, FRET, uHTS | Sentrin-specific protease 1 (Homo sapiens), Q9P0U3 | recombinant SENP1 catalytic domain, CyPet-SUMO1-YPet FRET cleavage | inhibition, % at 10 µM | 0.21% of 360,000 active | AID 624204, 2012;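 active = inhibition at least 30% at 10 µM, raw YFP signal under a set limit, fluorescence ratio 0.5 to 1.5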;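 also: 0% = enzyme with DMSO and 100% = no enzyme wells; some results filed as inactive read as strong as hits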
Target sequence (Q9P0U3 419-644 limits assumed): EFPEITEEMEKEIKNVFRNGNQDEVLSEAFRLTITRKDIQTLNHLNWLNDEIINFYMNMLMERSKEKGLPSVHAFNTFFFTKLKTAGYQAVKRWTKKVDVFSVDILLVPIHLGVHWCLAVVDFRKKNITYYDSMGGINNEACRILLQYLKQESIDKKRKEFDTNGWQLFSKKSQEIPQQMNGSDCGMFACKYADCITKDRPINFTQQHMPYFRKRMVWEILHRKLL
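Test system: recombinant human SENP1 catalytic domain, His6-tagged / Medium: pH 8 Tris buffer with EDTA, NaCl, BME, BSA, NP40, catalase / Also added: SUMO1 FRET substrate flanked by Cypet and Ypet, 25 nM / Times: 50 min reaction at room temperature / Signal: FRET, CFP and YFP emission / Control set: no-enzyme low control and enzyme-plus-DMSO high control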
A3A deaminase – APOBEC3A ssDNA deaminase inhibitors, primary screen, selectivity assay for APOBEC3G inhibitor project, biochemical, FAM/TAMRA oligo cleavage fluorescence; DNA dC->dU-editing enzyme APOBEC-3A (Homo sapiens), P31941; recombinant A3A, FAM/TAMRA ssDNA deamination fluorescence; inhibition, % at 20 µM; 0.41% of 330,000 active; AID 493011, 2011;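 active = at least 40% inhibition at 20 µM here, with at most 30% in a related deaminase screen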;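 also: plate controls were A3A with DMSO for no effect and wells lacking A3A enzyme for full effect; some results filed as inactive read as strong as hits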
hIAP act – human IAP activators, primary screen, biochemical, luminescence, uHTS; activation factor at 10 µM; 0.16% of 330,000 active; purified human IAP, CDP-Star luminescence, 30 min; stronger effect = higher value; 1 = vehicle-only enzyme, 0 = enzyme-free background; AID 2524, 2010;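 active = activation factor of the enzyme at least 2-fold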; also: the source names both 10 and 20 µM as test concentration; values of inactives mirror those of a sister screen read the other way
mIAP inh – inhibitors of mouse IAP, primary screen, biochemical, luminescence, uHTS | purified mouse IAP, CDP-Star luminescence, 30 min | 0.2% of 330,000 active | inhibition, % at 10 µM | intestinal alkaline phosphatase [Mus musculus] | AID 2806, 2010;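 active = inhibition of at least 40% at 10 µM in the primary screen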;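 also: plate controls were DMSO with enzyme for no effect and no enzyme wells for full effect; values of inactives mirror those of a sister screen read the other way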
NLRP3 yeast inh – NALP3 inflammasome inhibitors in reconstituted yeast, primary screen, luminescence, uHTS. Yeast reconstituted NLRP3/ASC/caspase-1, beta-gal luminescence, 24 h. inhibition, % at 10 µM. 0.39% of 330,000 active;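 active = inhibition of 50% or more; inactive = inhibition below 50%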;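 also: plate controls were induced DMSO wells for no effect and uninduced yeast grown without galactose for full effect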
mIAP activ – activators of mouse IAP, primary screen, biochemical, luminescence, uHTS. 0.24% of 330,000 active. muIAP, CDP-Star luminescence, 30 min; stronger effect = higher value; 1 = vehicle-only enzyme signal, 0 = enzyme-free wells. activation factor at 10 µM;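 active = activation factor of at least 2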; also: the source names both 10 and 20 µM as test concentration; values of inactives mirror those of a sister screen read the other way
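Assay system: mouse IAP enzyme; Reagent: CDP-Star chemiluminescent phosphatase substrate; Compound: DMSO-dissolved test compounds; Incubation: 30 min, room temperature; Technique: luminescence from enzymatic CDP-Star hydrolysis; Controls: DMSO-only wells and no-enzyme negative control.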
hIAP inh – human IAP inhibitors, primary screen, biochemical, luminescence, uHTS; Intestinal-type alkaline phosphatase (Homo sapiens), P09923; purified IAP, CDP-Star luminescence, 30 min; inhibition, % at 10 µM; 0.12% of 330,000 active;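 active = inhibition reaching a set limit with compound at 10 µM in the primary screen, cut at about 35% in these data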;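 also: plate controls were DMSO wells with enzyme for no effect and no-enzyme buffer wells for full effect; values of inactives mirror those of a sister screen read the other way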
Starred values were filed as active, the others as inactive; / = no result given. An excerpt, so the mix of outcomes need not match the whole.

No.	Compound	A3G deaminase	beta cell repl	SENP1 FRET inh	A3A deaminase	hIAP act
1	O=C(/C=C/c1ccccc1)Nc1sc2c(c1C(=O)O)CCC2	-9	-1	3	1	0.99
2	COc1ccc(/C=C/C(=O)NCC(=O)N/N=C(\C)Cc2ccccc2)cc1	-4	-2	0	1	1.1
3	Cc1cc(C)c2c(NC(=O)CCl)nn(C)c2n1	-2	-5	2	0	1
4	Cc1cccc(C)c1NC(=O)CSc1nnc(C)n1CC1CCCO1 (configuration not stated)	-5	-1	1	-3	0.88
5	O=C(Cc1ccc(F)cc1)N[C@@H]1c2ccccc2CC[C@@H]1OCc1ccccc1	6	/	-1	3	/
6	CC(C)C(NS(=O)(=O)c1ccccc1)C(=O)NC1CCCC1 (configuration not stated)	-11	-4	0	0	1.1
7	Cc1cc(C)c(S(=O)(=O)NCCC2CCCN2C)c(C)c1 (configuration not stated)	-2	-4	-8	-2	1.2
8	CC(C)=CCN1CCN(Cc2ccc(C)s2)CC1CCO (configuration not stated)	-5	0	1	1	1.1
9	CC(C)=CC(=O)OCC(=O)Nc1cc(C)cc(C)c1	-9	-3	2	-1	0.99
10	O=C(c1ccc(F)cc1)N(c1ccccn1)C1CCCCC1	-10	-3	0	1	0.92
11	CCSc1ccc([C@@H]2[C@H]3C(=O)N(C)C(=O)[C@H]3[C@]3(C(=O)OC)CCCCN23)cc1	-12	-7	-22	-3	0.99
12	COc1cc(SC)ccc1C(=O)Nc1cccc(C2OCCCO2)c1	-8	0	0	-1	1.2

No.	mIAP inh	NLRP3 yeast inh	mIAP activ	hIAP inh
1	25	0	0.75	1
2	5	15	0.95	-8
3	-5	-4	1	-4
4	1	2	0.99	12
5	-22	/	1.2	/
6	8	9	0.92	-9
7	7	-4	0.93	-15
8	-1	19	1	-6
9	1	22	0.99	1
10	8	11	0.92	8
11	-2	20	1	1
12	4	16	0.96	-18

(cont.)
No.	Compound	A3G deaminase	beta cell repl	SENP1 FRET inh	A3A deaminase	hIAP act
13	CNC(=O)CNC(=O)Nc1ccc(C)cc1	-18	-4	3	-6	0.83
14	CCOc1ccccc1-n1c(SCC(=O)Nc2ccccc2C(=O)O)nc2ccccc2c1=O	-3	-4	-1	5	1.1
15	NNC(=O)CS(=O)(=O)CS(=O)(=O)CC(=O)NN	-7	4	0	-5	0.98
16	CCn1cc(C(=O)NC(=S)Nc2ccccc2[N+](=O)[O-])cn1	-2	1	3	-7	1.1
17	COc1cc(OC)cc(-c2cc3nc4c(c(N5CCN(c6ncccn6)CC5)n3n2)CCCC4)c1	0	-4	-3	-1	1
18	COc1cccc(/C=C(\CC(=O)O)c2nc3ccccc3s2)c1	2	0	2	6	1.1
19	O=C(NNC(=S)Nc1ccc(Cl)cc1)c1cccs1	-1	-3	2	1	1.8
20	COc1ccc(C(=O)Nc2ccc(S(=O)(=O)NC(C)=O)cc2)cc1[N+](=O)[O-]	-2	2	-1	-1	0.96
21	Cn1c(=O)c2sc3c(c2n(CC(=O)Nc2ccccc2)c1=O)COC(C)(C)C3	-5	5	0	-3	0.67
22	O=C(NC1=NCCS1)c1cc(-c2cccnc2)nc2ccccc12	0	-1	-3	3	1
23	CC(=O)c1ccc(N2CCN(C(=O)c3cc4c(s3)CCCC4)CC2)cc1	-2	-1	-4	0	1
24	S=C(Nc1ccc(Cl)cc1Cl)Nn1cnnc1	-8	0	3	-1	1.1

No.	mIAP inh	NLRP3 yeast inh	mIAP activ	hIAP inh
13	5	10	0.95	17
14	-1	13	1	-8
15	16	14	0.84	2
16	2	29	0.98	-7
17	-4	2	1	-3
18	-6	-1	1.1	-9
19	8	25	0.92	-78
20	2	8	0.97	4
21	-4	-7	1	34
22	12	6	0.88	0
23	1	28	0.99	-1
24	12	-9	0.88	-9

Single records, as listed above.
`Cc1cc(C)c2c(NC(=O)CCl)nn(C)c2n1` reads A3G deaminase = -2; beta cell repl = -5; SENP1 FRET inh = 2; A3A deaminase = 0; hIAP act = 1; mIAP inh = -5; NLRP3 yeast inh = -4; mIAP activ = 1; hIAP inh = -4
`CC(C)C(NS(=O)(=O)c1ccccc1)C(=O)NC1CCCC1` (configuration not stated) reads A3G deaminase = -11; beta cell repl = -4; SENP1 FRET inh = 0; A3A deaminase = 0; hIAP act = 1.1; mIAP inh = 8; NLRP3 yeast inh = 9; mIAP activ = 0.92; hIAP inh = -9

The listing continues.
No.	Compound	A3G deaminase	beta cell repl	SENP1 FRET inh	A3A deaminase	hIAP act
25	Cc1cc(C2=CC(C)(c3cc(C)oc3C)Nc3nc(C(F)(F)F)nn32)c(C)o1 (configuration not stated)	-2	0	/	3	1
26	Cc1ccc(C(=O)NC(NCc2ccco2)C(Cl)(Cl)Cl)cc1 (configuration not stated)	0	2	3	1	0.98
27	O=C(COC(=O)Cc1c(Cl)cccc1Cl)NCc1ccco1	0	4	0	4	1
28	COC(=O)c1cccc(NC(=O)CN2C(=O)C3CCCCC3C2=O)c1 (configuration not stated)	-10	-2	0	-3	1

No.	mIAP inh	NLRP3 yeast inh	mIAP activ	hIAP inh
25	8	10	0.92	-2
26	2	27	0.98	2
27	12	7	0.88	0
28	4	-2	0.96	0

In the list so far, 8 have four or more nitrogen atoms:
No.	Compound	A3G deaminase	beta cell repl	SENP1 FRET inh	A3A deaminase	hIAP act
3	Cc1cc(C)c2c(NC(=O)CCl)nn(C)c2n1	-2	-5	2	0	1
4	Cc1cccc(C)c1NC(=O)CSc1nnc(C)n1CC1CCCO1 (configuration not stated)	-5	-1	1	-3	0.88
15	NNC(=O)CS(=O)(=O)CS(=O)(=O)CC(=O)NN	-7	4	0	-5	0.98
16	CCn1cc(C(=O)NC(=S)Nc2ccccc2[N+](=O)[O-])cn1	-2	1	3	-7	1.1
17	COc1cc(OC)cc(-c2cc3nc4c(c(N5CCN(c6ncccn6)CC5)n3n2)CCCC4)c1	0	-4	-3	-1	1
22	O=C(NC1=NCCS1)c1cc(-c2cccnc2)nc2ccccc12	0	-1	-3	3	1
24	S=C(Nc1ccc(Cl)cc1Cl)Nn1cnnc1	-8	0	3	-1	1.1
25	Cc1cc(C2=CC(C)(c3cc(C)oc3C)Nc3nc(C(F)(F)F)nn32)c(C)o1 (configuration not stated)	-2	0	/	3	1

No.	mIAP inh	NLRP3 yeast inh	mIAP activ	hIAP inh
3	-5	-4	1	-4
4	1	2	0.99	12
15	16	14	0.84	2
16	2	29	0.98	-7
17	-4	2	1	-3
22	12	6	0.88	0
24	12	-9	0.88	-9
25	8	10	0.92	-2
